From PubChem BioAssay
IMP-1 inhibitor = IMP-1 metallo-beta-lactamase inhibitors, primary screen, biochemical, epi-absorbance readout, Pseudomonas aeruginosa enzyme; metallo-beta-lactamase IMP-1 (Pseudomonas aeruginosa); purified IMP-1, nitrocefin hydrolysis, epi-absorbance fluorescence; 290,000 compounds, 0.45% hits; inhibition, % at 5.6 µM;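 active means inhibition above the mean plus 3 SD of all compounds in the same screening run, cut at about 4.5% in these data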;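 further: 0% = IMP-1 with DMSO and 100% = DMSO wells lacking enzyme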
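System: Purified recombinant IMP-1 metallo-beta-lactamase enzyme | Measured by: Fluorescence quenching readout, ex 480/em 530 nm | Replication: Singlicate | Incubation: 15 min preincubation plus 25 min reaction at 25 °C | Evaluation: Percent inhibition from optical density relative to buffer-blank wells | Benchmarks: DMSO with and without IMP-1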
GalR3 antagonist = GalR3 antagonists in HEK293 cells, primary screen, cell-based, fluorescence readout; Galanin receptor type 3 (Homo sapiens), O60755; HEK293 GalR3-CNG cAMP membrane potential fluorescence; galR3 body fused to GalR1 C-terminus; inhibition, % at 3 µM; AID 651719, 2012; 360,000 compounds, 0.44% hits;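 active means inhibition above the screen-wide average plus 3 SD, cut at about 13% in these data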;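 further: forskolin and galanin both at EC90 stimulate the cells; cAMP rise reported by CNG channel membrane potential dye signal; 0% = forskolin plus galanin with DMSO and 100% = forskolin alone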
V1R ag counter = agonists of human V1a receptor, primary screen, counter-screen for OXTR agonist project, fluorescence, CHO-V1R cells. Fluo-8 calcium fluorescence, agonist mode; 0% DMSO, 100% 3 nM vasopressin. activation, % at 3 µM. 320,000 compounds, 0.25% hits. Vasopressin V1a receptor (Homo sapiens), P37288;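 active means activation above the mean activation of all tested compounds plus 3 SD, per screening run, cut at about 20% in these data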;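 further: signal is peak over basal fluorescence ratio across a 100 second FLIPR read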
Target sequence (P37288 whole entry, looked up): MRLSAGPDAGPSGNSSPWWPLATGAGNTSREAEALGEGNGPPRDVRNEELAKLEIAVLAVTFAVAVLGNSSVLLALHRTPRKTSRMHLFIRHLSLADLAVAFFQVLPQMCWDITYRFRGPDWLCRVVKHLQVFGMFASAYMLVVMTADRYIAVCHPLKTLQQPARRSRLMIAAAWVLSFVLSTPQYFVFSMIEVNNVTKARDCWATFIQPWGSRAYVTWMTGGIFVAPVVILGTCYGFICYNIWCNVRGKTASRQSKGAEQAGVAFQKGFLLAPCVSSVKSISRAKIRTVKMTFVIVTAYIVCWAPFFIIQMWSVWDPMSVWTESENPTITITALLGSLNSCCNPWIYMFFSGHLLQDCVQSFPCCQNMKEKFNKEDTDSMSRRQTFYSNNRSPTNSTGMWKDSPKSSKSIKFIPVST
PHOSPHO1 block = PubChem AID 1565. Phosphoethanolamine/phosphocholine phosphatase (Homo sapiens), Q8TCT1. recombinant PHOSPHO1, absorbance phosphatase assay. inhibition, % at 13.3 µM. 290,000 compounds, 1.1% hits; in the data active means inhibition above about 60%
Target sequence (Q8TCT1 whole entry, looked up): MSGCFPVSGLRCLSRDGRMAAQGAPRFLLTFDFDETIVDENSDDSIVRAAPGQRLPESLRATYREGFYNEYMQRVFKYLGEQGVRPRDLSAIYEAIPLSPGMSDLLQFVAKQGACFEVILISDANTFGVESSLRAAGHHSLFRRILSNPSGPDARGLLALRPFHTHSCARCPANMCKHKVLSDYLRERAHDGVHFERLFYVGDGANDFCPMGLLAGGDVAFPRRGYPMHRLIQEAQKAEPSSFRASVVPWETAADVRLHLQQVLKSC
DNA FID counter = compounds displacing fluorescent DNA intercalator, primary screen, artefact control for HCV NS3 helicase inhibitor project, biochemical, FID fluorescence; inhibition, % at 7.9 µM; AID 1845, 2009; DNA fluorescent intercalator displacement; 290,000 compounds, 0.17% hits; in the data active means inhibition above about 37%;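 further: 0% = vehicle and 100% = reference compound; higher means more ethidium bromide displaced from hairpin DNA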
VIM-2 inhibitor = VIM-2 metallo-beta-lactamase inhibitors, primary screen, biochemical, epi-absorbance readout, Pseudomonas aeruginosa enzyme. purified VIM-2, nitrocefin hydrolysis, epi-absorbance fluorescence. inhibition, % at 5.6 µM. 290,000 compounds, 0.89% hits. AID 1527, 2009;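 active means inhibition above the mean of all tested compounds plus 3 SD, cutoff set per screening run, cut at about 7.5% in these data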;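 further: red hydrolysis product quenches plate fluorescence so inhibitors raise well fluorescence; 0% = enzyme with DMSO and 100% = DMSO without enzyme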
NS3 helicase inh = inhibitors of HCV NS3 helicase, primary screen, biochemical, Cy5 molecular beacon fluorescence; 290,000 compounds, 0.56% hits; inhibition, % at 10.9 µM; NS3 helicase DNA unwinding;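 active means inhibition above the mean of all tested compounds plus 3 SD, set per campaign, cut at about 35% in these data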;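 further: 0% = DMSO wells and 100% = thioflavine S control wells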
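Control set: DMSO versus 110 µM thioflavine S; Material: NS3 helicase fragment of HCV; Measured by: Cy5 fluorescence at 0 and 60 min, beacon hairpin quenching; Read-out basis: percent inhibition from t60/t0 fluorescence ratio; Times: reaction time 60 min, 25 °C; Repeats: single replicate; Compound dosing: single dose, 10.9 µM nominal final, DMSO 0.8% final.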
GPR7 antagonist = GPR7 receptor antagonists, primary screen, cell-based, fluorescence, single concentration; AID 1861, 2009; 290,000 compounds, 1.1% hits; inhibition, % at 4.4 µM; GPR7-expressing cells, fluorescence antagonist assay; Neuropeptides B/W receptor type 1 (Homo sapiens), P48145; in the data active means inhibition above about 16%, passing the limit was not always enough;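 further: cells stimulated with the agonist NPW; 0% = agonist with vehicle and 100% = vehicle without agonist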
Target sequence (P48145 whole entry, looked up): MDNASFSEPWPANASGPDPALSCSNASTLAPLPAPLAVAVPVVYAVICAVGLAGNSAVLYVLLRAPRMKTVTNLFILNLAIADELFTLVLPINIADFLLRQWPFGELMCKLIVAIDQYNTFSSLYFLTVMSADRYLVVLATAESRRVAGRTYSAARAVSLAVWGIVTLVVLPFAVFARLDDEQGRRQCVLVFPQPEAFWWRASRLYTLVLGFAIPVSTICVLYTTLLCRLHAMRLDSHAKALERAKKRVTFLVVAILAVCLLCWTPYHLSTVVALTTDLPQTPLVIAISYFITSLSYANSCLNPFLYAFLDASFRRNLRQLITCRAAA
OXTR agonist = human OXTR agonists, primary screen, fluorescence, CHO-OTR cells, Fluo-8 calcium; Oxytocin receptor (Homo sapiens), P30559; Fluo-8 calcium fluorescence; normalized: DMSO 0%, oxytocin 100%; activation, % at 3 µM; 320,000 compounds, 0.32% hits;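 active means activation above the mean of all tested compounds plus 3 SD, cutoff set per screening run, cut at about 20% in these data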;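 further: peak over basal fluorescence ratio from a 100 s FLIPR kinetic read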
Active calls of the source: *; · = no result given.

Order of results – IMP-1 inhibitor	GalR3 antagonist	V1R ag counter	PHOSPHO1 block	DNA FID counter	VIM-2 inhibitor	NS3 helicase inh	GPR7 antagonist	OXTR agonist
- O=C(c1ccc2c(c1)C(=O)N(c1ccc(Cl)cc1)C2=O)N1CCN(c2ccccn2)CC1
  -2.2	-5.3	-0.3	·	-3.2	-0.8	-3.1	-6.1	-0.8
- Cc1ccc(S(=O)(=O)N[C@@H](Cc2ccccc2)C(=O)N2CCC(C(=O)N[C@@H](CCC(N)=O)C(=O)O)CC2)cc1
  -5.1	-8.2	0.2	·	-21.1	-0.8	28.7	-5.3	0.9
- O=C(CN1C(=O)CCC1=O)Nc1nc(-c2nc3ccccc3s2)cs1
  -5.0	0.0	2.9	-2.3	-2.8	-0.7	2.1	-7.6	10.0
- C=CCOc1ccc(CNC(C)(C)C)cc1OC
  -3.0	-1.1	1.0	3.8	-2.0	0.0	8.6	-7.7	1.4
- Cc1nnc(NC(=O)c2oc3cc(C)c(C)cc3c2C)s1
  0.7	·	·	-3.3	1.5	0.7	9.2	4.4	·
- CC(C)=C1SC(N2CCN(Cc3ccccc3)CC2)=NC1=O
  -1.5	-3.5	3.4	15.6	-23.7	-1.4	-0.8	-4.7	5.0
- Cc1ccc(-n2nc3ccc(N)cc3n2)cc1
  -1.3	-2.1	1.0	20.0	4.4	-1.1	25.4	-6.4	0.3
- CCC(=O)OCC(=O)c1c(N)n(Cc2ccccc2)c(=O)n(C)c1=O
  -1.6	-0.4	0.8	8.9	-11.5	0.8	-12.9	-5.2	-0.1
- Cc1ccc(C)c(S(=O)(=O)N/N=C/c2ccc(N(C)C)cc2)c1
  -2.4	-2.3	-0.1	-6.8	-0.5	-2.7	-0.8	-10.1	0.3
- COc1ccc(N2CCC(CNC(=S)Nc3cc(C)cc(C)c3)C2)cc1 (stereo unspecified)
  -3.5	-7.7	0.6	-26.0	7.9	-1.0	-61.9	10.2	0.5
- CCOc1ccc(CN2CCN(Cc3cnn(CC)c3C)CC2CCO)cc1 (stereo unspecified)
  -1.3	0.5	0.1	30.4	2.6	1.7	2.3	-0.7	-0.5
- Clc1ccc2c(N3CCCC3)ccnc2c1
  -2.2	-1.6	1.5	6.3	15.8	-2.4	-6.3	-4.7	2.1
- O=C(CSc1nnc(-c2ccc(F)cc2)n1-c1ccccc1)NCCN1C(=O)CSC1=O
  -1.9	-5.8	0.8	-2.0	-22.7	-3.5	-5.5	-14.4	-1.2
- CCCCCC(=O)Nc1nc(C)c(-c2csc(Nc3cc(OC)ccc3OC)n2)s1
  -2.1	-0.8	0.2	50.0	-1.6	-1.3	39.4*	-18.3	-1.1
- CC(=O)NC(=S)Nc1ccc(NC(=O)COc2ccc(C(C)C)cc2)cc1
  1.5	-6.1	1.9	-1.0	-14.9	-4.7	-11.9	4.4	0.7
- O=C(Nc1nccs1)c1cc(-c2ccccc2)nn1-c1ccccc1
  -4.5	-1.0	0.0	11.7	-2.1	-4.0	2.6	-3.1	-1.2
- Cc1cc(OCC(=O)Nc2nccs2)c2c(C)cc(=O)oc2c1
  -1.4	-7.9	-0.8	7.2	-5.8	1.1	7.8	4.5	0.1
- O=C1N/C(=N\N=C\c2ccco2)SC1Cc1ccc(F)cc1 (stereo unspecified)
  -2.8	-5.2	0.0	23.8	-2.5	-4.3	4.6	-12.9	0.0
- Cc1ccc(CCn2c3c(c4ccccc42)CN(C)CC3)cn1
  1.1	-5.9	0.9	-22.1	6.4	-0.7	-11.8	-0.5	-0.2
- CN(C)C(=O)CN1CCN(Cc2cn(C)nc2-c2ccc3c(c2)OCCO3)CC1
  -1.3	-7.6	0.8	-23.1	6.4	-3.3	-0.6	-0.4	0.3
- CN(C)C(=O)c1ccc(NS(=O)(=O)c2ccc3c(c2)OCCO3)cc1
  -2.5	-1.3	4.6	·	-6.0	-1.2	-2.2	-17.0	0.5
- COc1ccc(-c2cc(=O)oc3c(C)c(O)c(CN(C)C)cc23)cc1
  2.3	-2.0	2.0	23.5	9.0	2.0	13.3	-10.5	-0.5
- CCn1nc(C)c(CN2CCCC(C(=O)c3cccc(OC(C)C)c3)C2)c1C (stereo unspecified)
  -2.6	2.3	6.1	37.5	14.2	-3.0	-6.5	-2.9	4.7
- CCc1nnc(NC(=O)CCC(=O)N2CCN(S(=O)(=O)c3ccc(OC)cc3)CC2)s1
  -1.5	0.8	0.3	11.9	-27.9	-4.4	-12.6	1.3	0.0
- CCOC(=O)CNC(=O)N1CCCC(N(C)CCc2ccccc2)C1 (stereo unspecified)
  1.7	-8.9	0.6	24.3	0.3	0.4	3.9	15.0	-0.1
- NC(=O)CC(NC(=O)c1ccccc1)c1ccc(NCCCN2CCCC2=O)c([N+](=O)[O-])c1 (stereo unspecified)
  -2.9	-4.6	-0.2	32.2	-11.1	-2.7	-3.5	-8.5	-0.1
- Cc1ccccc1C(=O)Nc1ccnn1C1CCN(Cc2ccncc2)CC1
  -3.4	-1.0	1.4	9.0	-1.8	-2.2	-12.4	3.9	0.1
- CCCCn1c(N)c(NCc2ccccc2)c(=O)[nH]c1=O
  -0.7	-1.4	-0.6	16.8	-2.2	-3.3	6.5	-3.7	0.0
- Cc1ccc(-n2nc(C)c3c2OC(N)=C(C#N)C3c2ccc(C)o2)cc1 (stereo unspecified)
  -3.0	-4.9	-0.8	8.0	-7.1	-2.0	14.8	-3.4	-0.6
- O=S1(=O)CCOCCCN1Cc1ccccc1
  -2.0	-4.0	0.4	-1.7	-3.4	-0.8	-27.0	-3.5	1.9
- COc1ccc(Cl)cc1S(=O)(=O)n1ccnc1
  -3.3	-5.8	0.7	35.7	-1.2	-1.1	0.5	-0.7	-0.1
- Cc1ccc(NC(=O)c2ccc(S(=O)(=O)N3CCC(C)CC3)cc2)cc1
  -0.2	-4.7	1.4	17.0	-18.7	-1.6	-6.4	-5.1	-0.5
- CC(=O)Nc1ccc2nc(-c3ccco3)[nH]c2c1
  -2.6	-2.2	1.3	16.2	-10.1	-1.6	0.0	-5.3	0.4
- CC(=O)Nc1ccc(NC(=O)CSc2nnc(C3CC3)n2C)cc1
  -4.4	-6.5	1.7	-14.0	-0.5	-1.3	-0.9	-12.0	0.3
- Cc1cc(C)c(NC(=O)CS(=O)CC(=O)Nc2ccc(-n3cnnn3)c(C)c2)c(C)c1 (stereo unspecified)
  -2.0	-9.2	-0.8	8.2	-12.6	-3.6	4.6	0.6	0.2
- O=C(N/N=C/c1cc(Br)cs1)c1ccc2c(c1)OCCO2
  -3.4	-3.9	-0.2	48.3	-13.4	-1.5	-5.4	-3.6	-1.7
- COc1cc(C2NC(=S)NC(C)=C2C(=O)OC(C)C)ccc1OC(C)C (stereo unspecified)
  -4.3	-5.6	-0.7	-1.9	-21.5	-0.7	-2.3	6.9	-2.0
- Cc1ccc(NS(=O)(=O)c2ccc(C(=O)NCC3CCCO3)cc2)cc1 (stereo unspecified)
  -2.8	12.2	7.1	20.1	-10.2	-2.4	-3.4	7.6	7.7
- Cc1ccc(-n2ncc3c(=O)n(CC(=O)N(C)C)cnc32)cc1
  -1.9	-9.1	-0.6	39.1	-4.8	-1.7	8.0	-15.0	-1.3
- COc1cc(OC)cc(C(=O)NC2CCN(Cc3nnnn3Cc3cccs3)CC2)c1
  -5.0	-1.0	-0.5	-18.6	-27.8	-2.1	-0.6	0.3	-0.8
- Cc1cc(C(=O)N/N=C2\CCCC(C)C2)n[nH]1 (stereo unspecified)
  -0.1	2.3	6.7	7.8	-0.2	-3.2	12.0	-6.5	0.2
- Cn1c(SCC(=O)O)nnc1C1CCCCC1
  -2.5	-0.9	-0.1	2.9	3.3	0.1	-1.3	-8.7	0.9
- COc1ccc(OC)c(NC(=O)CCn2ccnc2)c1
  -3.5	-3.9	0.6	38.1	-0.1	-3.6	7.6	-7.3	1.3
- CCCS(=O)(=O)N1CCCC(C(=O)N2CCN(c3ccccc3)CC2)C1 (stereo unspecified)
  -2.1	3.3	1.2	-14.2	-13.4	-5.8	7.7	-11.9	-0.5
- Cc1ccc(C(=O)CSc2nnc(COc3ccc(C#N)cc3)n2-c2ccccc2)cc1
  -3.0	-2.1	0.7	-4.4	1.2	-3.5	8.2	-8.5	-0.6
- CCc1nc(SCC(=O)Nc2ccccc2C(=O)OC)n[nH]1
  0.4	-1.0	0.1	20.3	0.5	-0.2	2.1	-5.2	-1.3
- Cc1cc(NS(=O)(=O)Cc2ccccc2)cc(C)c1OCC(=O)N1CCOCC1
  -3.1	-5.2	-0.6	12.2	-9.8	-0.2	-10.2	-6.8	-0.3
- CC1(C)C(=O)N(c2ccccc2)C1c1ccccc1O (stereo unspecified)
  -1.9	-10.1	-2.1	-10.9	-11.8	-2.0	-3.3	-5.6	-1.7
- COc1ccc(NC(=O)CSc2cc(C)nc3c(-c4ccccc4)cnn23)cc1
  -1.0	-2.4	1.4	7.8	0.9	-1.6	-0.4	-8.3	0.8
- O=C(COc1cc2oc(=O)c3c(c2cc1Cl)CCC3)NCC1CCC(C(=O)O)CC1 (stereo unspecified)
  -1.9	-6.4	0.8	39.9	-13.8	4.7	4.5	-11.3	0.1

(more compounds)
Order of results – IMP-1 inhibitor	GalR3 antagonist	V1R ag counter	PHOSPHO1 block	DNA FID counter	VIM-2 inhibitor	NS3 helicase inh	GPR7 antagonist	OXTR agonist
- O=C(CC1C(=O)N(c2ccc(Cl)cc2)C(=S)N1CCc1ccncc1)Nc1ccc(F)cc1 (stereo unspecified)
  -0.4	-6.0	2.6	22.4	13.7	-0.3	-41.5	23.3	4.3
- COc1ccc(-c2cn[nH]c2N)cc1OC
  -2.5	-4.2	1.0	5.0	-0.2	-2.6	4.5	-2.9	1.5
- COC(=O)c1cc2oc(C)cc2n1CC(=O)Nc1ccc(OC)c(OC)c1OC
  0.4	·	·	-72.6	12.3	1.1	-8.0	-1.6	·
- CCn1ccnc1CN(C)C(=O)c1cc(COc2c(F)cccc2F)on1
  -0.2	2.3	1.4	27.1	3.7	-1.8	-1.5	4.3	1.2
- COc1ccc(C)cc1NC(=O)NNC(=O)C(C)Oc1ccc(F)cc1Cl (stereo unspecified)
  -1.1	-4.9	0.5	25.0	-31.6	-2.4	-1.7	-13.9	-0.3
